P. falciparum M1AAP: P. falciparum M1AAP inhibitors, biochemical, fluorogenic H-Leu-NHMec substrate, 1536-well (AID 1445) | Aminopeptidase N (Plasmodium falciparum (isolate 3D7)) | recombinant M1AAP, H-Leu-NHMec fluorogenic kinetic assay; higher % means a stronger effect | inhibition, % at 30 µM; hits with a dose series show IC50 in µM | hit rate 0.42% among 220,000;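 active means primary inhibition above the hit cutoff, then over 50% inhibition at one or more dose response concentrations, cut at about 23% in these data, passing the limit was not always enough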;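 further: plate controls were DMSO full reaction for no effect and no enzyme background for full effect; strong numbers were not always called active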
Dynein cargo inh: inhibitors of GR-EGFP nuclear translocation, primary screen, dynein cargo transport inhibitor project, imaging, high-content, 3617.4 mouse cells | z-score, hits read low | test concentration mostly 20 µM; stimulated with dexamethasone, 1 µM; active compounds read low | AID 1381, 2008 | hit rate 0.47% among 220,000;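 active means plate z-score of nuclear minus cytoplasmic receptor signal below a set negative limit, without overly bright fluorescence or cell loss, cut at about -3.5 in these data, passing the limit was not always enough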;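 further: z-score of nuclear minus cytoplasmic ring GR-EGFP intensity difference per well; some compounds called inactive have numbers as strong as hits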
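Medium: Induction medium lacking tetracycline, stripped serum | Probe or stimulus: 1.0 µM final dexamethasone stimulus | Schedule: 48 h induction, then 1 h compound, then 30 min agonist, 37 °C | Signal: Automated 10x imaging of fixed Hoechst-stained cells | Evaluation: Per-cell GR-EGFP intensity, nucleus versus surrounding cytoplasmic ring, well-averaged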
Siah-1 displacement: Siah-1 peptide-binding antagonists, primary screen, biochemical, fluorescence polarization, rhodamine-plectin, uHTS (AID 1817); E3 ubiquitin-protein ligase SIAH1 (Homo sapiens); Siah-1 / rhodamine-plectin peptide fluorescence polarization; higher % means a stronger effect; one-dose displacement, % at 20 µM; IC50 in µM for titrated hits; hit rate 0.02% among 290,000;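 active means displacement of at least 50% at 20 µM, with a fluorescence ratio check between 0.3 and a set limit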;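 further: plate controls were Siah plus tracer with DMSO for no effect and tracer alone without Siah for full effect; strong numbers were not always called active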
LYP phosphatase: inhibitors of LYP phosphatase, biochemical, fluorescence intensity, uHTS (AID 1779); Tyrosine-protein phosphatase non-receptor type 22 (Homo sapiens); recombinant LYP phosphatase, fluorescence intensity; higher % means a stronger effect; one-dose inhibition, % at 11.5 µM; IC50 in µM for titrated hits; hit rate 0.054% among 290,000; in the data active means inhibition above about 50%;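 further: plate controls were vehicle with enzyme for no effect and no enzyme for full effect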
AID2073: inhibitors of Mint1-CaV2.2 protein interaction, biochemical, HTRF (AID 2073); Voltage-dependent N-type calcium channel subunit alpha-1B (Homo sapiens); HTRF protein-protein interaction, Mint1-CaV2.2; higher % means a stronger effect; inhibition, % at 20 µM; hits with a dose series show IC50 in µM; hit rate 0.19% among 290,000; in the data active means inhibition mostly above about 51%, no sharp cut-off; further: some results filed as inactive read as strong as hits
M17LAP inhibition: P. falciparum M17LAP inhibitors, primary screen, biochemical, fluorogenic H-Leu-NHMec substrate, 1536-well (AID 1619). recombinant M17LAP, H-Leu-NHMec fluorogenic kinetic assay; higher % means a stronger effect. hit rate 0.38% among 220,000. one-dose inhibition, % at 30 µM; IC50 in µM for titrated hits;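 active means compound inhibiting the enzyme by more than half at any dose during confirmatory dose-response retesting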;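 further: plate controls were full reaction with DMSO carrier for no effect and no enzyme background for full effect; strong numbers were not always called active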
Dynein cargo inh cytoplasmic EGFP: second read-out of Dynein cargo inh, no call of its own (marks repeat the call); z-score; measured here: cytoplasmic GR-EGFP intensity; active compounds read high
Dynein cargo inh nuclear GR-EGFP: recorded beside Dynein cargo inh, whose call it bears; z-score; measured here: nuclear GR-EGFP intensity;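 lower value marks the stronger effect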
Dynein cargo inh cell count: further read-out of Dynein cargo inh, marked with its call; z-score; measured here: cell count per field
* marks the source's active call; other numbers are inactive results; x = not tested or not shown.

SMILES	P. falciparum M1AAP	Dynein cargo inh	Dynein cargo inh cytoplasmic EGFP	Dynein cargo inh nuclear GR-EGFP	Dynein cargo inh cell count	Siah-1 displacement	LYP phosphatase	AID2073	M17LAP inhibition
CCOC(=O)C1=C(CN2CCc3ccccc32)NC(=O)NC1c1cc(C)ccc1C (configuration not stated)	x	-2	-0.12	-0.14	0.0016	x	x	x	x
Cc1onc(-c2ccccc2)c1-c1n[nH]c(=S)n1-c1ccccc1	x	1.2	-0.18	1.5	-0.77	x	x	x	x
O=C1NC2CCCCC2NC1CC(=O)N1CCN(c2ccccc2)CC1 (configuration not stated)	x	-0.62	-0.3	-0.068	0.54	x	x	x	x
CCCCCCn1c(CN2CCN(C(=O)OCC)CC2)nc2c1c(=O)n(C)c(=O)n2C	x	-0.028	-0.12	-0.26	0.24	x	x	x	x
CCOC(=O)Cn1c(=O)c(-c2ccccc2NCc2ccccc2)nc2ccccc21	x	-0.65	1.1	-0.15	0.43	x	x	x	x
Cc1nc2sc(C(c3ccco3)N3CCc4ccccc4C3)c(O)n2n1 (configuration not stated)	x	0.098	-0.24	-0.22	-0.51	x	x	x	x
Cc1ccc(/C(N)=N/OC(=O)N2c3ccccc3Sc3ccccc32)cc1	x	1.2	-0.11	0.3	-2	x	x	x	x
COc1cccc(C(=O)COC(=O)c2ccc(NC(=O)c3ccccc3)cc2)c1	x	0.068	-0.24	-0.28	0.88	x	x	x	x
CC1CCN(C(=O)c2ccc(C(=O)N3CCC(C)CC3)cc2)CC1	x	-0.39	0.54	-0.54	1.5	x	x	x	x
CCOC(=O)C1C(=O)CC(C)(O)C(C(=O)OCC)C1c1ccc2c(c1)OCO2 (configuration not stated)	x	0.3	-0.29	0.0065	-0.54	x	x	x	x
COc1cccc2cc(-c3cn4ccc(C)cc4n3)c(=O)oc12	x	-0.1	-0.19	0.34	-0.97	x	x	x	x
CCOC(=O)N1CCN(C(=O)C2CCC(C(=O)N3CCN(C(=O)OCC)CC3)CC2)CC1 (configuration not stated)	x	0.26	0.26	0.17	0.78	x	x	x	x
COc1ccc(-c2c3c(=O)n(C)c(=O)n(C)c3c3nnc4ccccc4n23)cc1	x	1.6	1.5	1.3	-0.58	x	x	x	x
CCN1CCN(CC(=O)Nc2cccc(C)c2)C(=O)C1=O	x	0.22	-0.15	0.33	-0.2	x	x	x	x
Cc1ccc(-c2cc3nc4c(c(=O)n3[nH]2)CCCC4)cc1	x	0.071	-0.18	-0.63	-0.42	x	x	x	x
C/C(=N\Nc1cc(Cl)nc(C)n1)c1ccc(C)cc1	x	1.2	0.36	0.94	-1.1	x	x	x	x
CC1=CC(C)(C)N2C(=O)C3(C(C#N)=C(N)Oc4cc(C)oc(=O)c43)c3cc(C)cc1c32 (configuration not stated)	x	1.7	-0.19	1.7	-1.4	x	x	x	x
O=C(NCCCO)C12CC3CC(CC(C3)C1)C2	x	-0.11	-0.22	0.33	-0.68	x	x	x	x
CCOc1cc(-n2cnnn2)c(OCC)cc1NC(=O)c1cc2ccc(N(CC)CC)cc2oc1=O	x	-1.5	8.1	1.2	-0.5	x	x	x	x
CC(C)Oc1ccc(CSc2nnc3n(C)c(=O)c4c5c(sc4n23)CCCC5)cc1	x	-0.78	-0.28	-0.95	0.15	x	x	x	x
CC(C)(C)CC(C)(C)NCC(O)COc1ccc2c(c1)CCC2 (configuration not stated)	x	0.1	-0.11	0.39	0.56	x	x	x	x
CN1CCc2c(sc3c2C(=O)NC(/C=C/c2ccco2)N3)C1 (configuration not stated)	x	-0.92	-0.26	-0.39	0.72	x	x	x	x
COc1ccccc1C/C(N)=N/OC(=O)COc1ccc(C)cc1C	x	-0.51	-0.22	-0.56	0.31	x	x	x	x
CCN1C(=O)/C(=C2\C=Cc3ccccc3N2CC)OC1=S	x	-0.97	0.99	-0.86	0.049	x	x	x	x
Cc1c(C=O)cnn1CCC(=O)O	x	-1.4	-0.25	-0.73	0.63	x	x	x	x

Next part
SMILES	P. falciparum M1AAP	Dynein cargo inh	Dynein cargo inh cytoplasmic EGFP	Dynein cargo inh nuclear GR-EGFP	Dynein cargo inh cell count	Siah-1 displacement	LYP phosphatase	AID2073	M17LAP inhibition
CCN(C(=O)CN1C(=O)S/C(=C\C=C\c2ccccc2)C1=O)C1CCS(=O)(=O)C1 (configuration not stated)	x	x	x	x	x	2%	-12%	x	x
CCn1c(=O)c2ccccc2n2c(SCC(=O)N3CCCc4ccccc43)nnc12	3%	-0.1	-0.22	0.037	0.42	x	x	x	-2%
CCN(Cc1ccccc1)C(c1ccc(C(F)(F)F)cc1)c1nnnn1C(C)(C)C (configuration not stated)	-4%	-0.32	-0.22	-0.15	0.88	x	x	x	-4%
CC(=O)Nc1ccc2nc(N)sc2c1	3%	-0.2	-0.25	-0.025	0.63	x	x	x	-1%
O=C(CC1Sc2ccccc2NC1=O)Nc1cccc(-c2nnc3n2CCCCC3)c1 (configuration not stated)	5%	-0.61	-0.14	-0.2	0.64	x	x	x	3%
CCCOC(=O)CSc1nc(N)c(C#N)c(-c2ccco2)c1C#N	9%	-0.024	-0.075	0.2	-0.67	x	x	x	-9%
O=P1(c2ccccc2)C=Cn2c1cc1c2CCCC1 (configuration not stated)	1%	-0.33	-0.13	-0.079	0.59	x	x	x	-6%
CS(=O)(=O)N1CCc2cc(-c3csc(NCC4CCCO4)n3)ccc21 (configuration not stated)	1%	-0.83	-0.21	-0.26	0.87	x	x	x	-7%
CC1=C(C(=O)Nc2ccccc2)C(c2ccco2)NC(=O)N1 (configuration not stated)	-1%	-0.29	-0.26	-0.18	0.46	x	x	x	-5%
COC1(OC)C(/C=C/c2ccc(C)cc2)C(C#N)(C#N)C1(OC)OC (configuration not stated)	1%	-0.84	-0.12	-0.17	-1.4	x	x	x	11%
Cc1ccccc1NC(=O)CNc1ccccc1N1CCCCC1	6%	-0.33	-0.21	-0.02	-0.0098	x	x	x	13%
Cc1sc2ncnc(NCC(c3ccco3)N(C)C)c2c1C (configuration not stated)	3%	-0.39	-0.21	-0.078	0.6	x	x	x	9%
COC(=O)c1sc2ccc(C)cc2c1C(=O)OC	1%	-0.39	-0.2	0.13	1.6	x	x	x	6%
O=C(Nc1nccs1)c1cccc(S(=O)(=O)N2CCOCC2)c1	5%	-1.9	-0.4	-0.68	0.83	x	x	x	3%
CCC(=O)c1ccc(OC(=O)c2cccs2)cc1	8%	-0.43	-0.22	0.044	0.054	x	x	x	-4%
COc1cc(-c2cc(C(=O)N3CCN(c4ccccn4)CC3)c3ccccc3n2)cc(OC)c1OC	9%	1.1	-0.14	0.77	-1.5	x	x	x	6%
CC(C)(C)NC(=O)Cn1nnc(-c2ccccc2NC(=O)c2ccco2)n1	3%	-0.73	-0.25	-0.42	-0.3	x	x	x	24%
CCOc1ccc(N2CC(C(=O)Oc3ccccc3)CC2=O)cc1 (configuration not stated)	9%	-0.23	-0.25	-0.021	0.038	x	x	x	10%
CCOC(=O)c1cc(-c2ccncc2)nc2c1c(C)nn2-c1ccccn1	12%	-0.26	-0.22	-0.051	0.42	x	x	x	7%
N#Cc1cc(Oc2ccc(Cl)cc2)c(N2CCOCC2)cc1C#N	8%	-0.96	-0.16	-0.36	0.11	x	x	x	5%
Cc1cccn2c(N)c(-c3ccccc3)nc12	8%	-0.2	0.53	0.11	0.43	x	x	x	-37%
COc1cc(NCCCC(C)N)c2ncccc2c1 (configuration not stated)	13%	-0.53	-0.18	-0.15	0.43	x	x	x	13%
Cc1cc(C(=O)OCC(=O)N2C(C)CCCC2C)c(C)o1 (configuration not stated)	2%	-0.6	-0.21	-0.17	0.41	x	x	x	14µM*
C=CCn1c(SCC(=O)NCc2ccco2)nc2sc(C)c(C)c2c1=O	9%	-0.071	-0.27	-0.32	0.74	x	x	x	7%
O=C(C1CC(=O)N(c2ccc(F)cc2)C1)N1CCN(c2ccc(F)cc2)CC1 (configuration not stated)	x	x	x	x	x	0%	-2%	4%	x

Next part (3 carried over from the part before).
SMILES	P. falciparum M1AAP	Dynein cargo inh	Dynein cargo inh cytoplasmic EGFP	Dynein cargo inh nuclear GR-EGFP	Dynein cargo inh cell count	Siah-1 displacement	LYP phosphatase	AID2073	M17LAP inhibition
Cc1cc(C(=O)OCC(=O)N2C(C)CCCC2C)c(C)o1 (configuration not stated)	2%	-0.6	-0.21	-0.17	0.41	x	x	x	14µM*
C=CCn1c(SCC(=O)NCc2ccco2)nc2sc(C)c(C)c2c1=O	9%	-0.071	-0.27	-0.32	0.74	x	x	x	7%
O=C(C1CC(=O)N(c2ccc(F)cc2)C1)N1CCN(c2ccc(F)cc2)CC1 (configuration not stated)	x	x	x	x	x	0%	-2%	4%	x
CN(Cc1ccccc1F)C(=O)c1ccc(Oc2ccccc2)cc1	x	x	x	x	x	8%	-3%	4%	x
Fc1ccc(CN2CCC(Cc3ccccc3)CC2)cc1F	x	x	x	x	x	5%	-8%	7%	x
CCN(CC)CCNC(=O)c1cc2c(-c3cccc(OC)c3)nn(C)c2s1	x	x	x	x	x	-3%	-8%	32%	x
C[C@H](C(=O)CC(=O)OC(C)(C)C)[C@H](O)c1ccc(C(F)(F)F)cc1	x	x	x	x	x	2%	-5%	-4%	x
COC(=O)Cc1c(C)c2ccc(OCC(=O)N(C)C3CCS(=O)(=O)C3)cc2oc1=O (configuration not stated)	x	x	x	x	x	1%	-14%	14%	x
Cc1cc(Cl)ccc1OCC(=O)Nc1ccncc1	x	x	x	x	x	-4%	-5%	8%	x
Cc1cc(C)n2nc(CNS(=O)(=O)c3ccc(CC(C)C)cc3)nc2n1	x	x	x	x	x	-5%	-14%	4%	x
COc1ccc(S(=O)(=O)/N=C2\C=C(NS(=O)(=O)c3ccccc3)C(=O)c3ccccc32)cc1	x	x	x	x	x	-1%	4%	15%	x
COc1ccccc1CCNC(=O)C(=O)NCC1OCCCN1S(=O)(=O)c1ccc(F)cc1C (configuration not stated)	x	x	x	x	x	12%	-5%	-2%	x
COc1ccc(C(=O)NCCn2cc(SCC(=O)NCC3CCCO3)c3ccccc32)cc1 (configuration not stated)	x	x	x	x	x	11%	-7%	6%	x
Cc1cccc(CCNC(=O)CC2C(=O)NCCN2Cc2ccccc2C)n1 (configuration not stated)	x	x	x	x	x	-5%	-2%	1%	x
CCOC(=O)N1CCN(C(=O)c2cc3n(n2)C(C(F)(F)F)CC(c2ccc4c(c2)OCO4)N3)CC1 (configuration not stated)	x	x	x	x	x	12%	-8%	-6%	x
Cc1ccc2cc(CN(c3ccccc3C)S(=O)(=O)c3ccccc3)c(=O)[nH]c2c1	x	x	x	x	x	6%	-1%	10%	x
O=C(C1CC(=O)N(C2CCCC2)C1)N1CCN(c2cccc(Cl)c2)CC1 (configuration not stated)	x	x	x	x	x	-2%	-8%	9%	x
Cc1ccc(-n2c(C)cc(=O)cc2C)cc1[N+](=O)[O-]	x	x	x	x	x	-1%	-2%	-3%	x
CCN(CC)c1ccc2nc3c4ccccc4c(=O)cc-3oc2c1	x	x	x	x	x	110%	-5%	-39%	x
COc1ccc(C(=S)N2CCOCC2)cc1OS(=O)(=O)c1ccc(Br)cc1	x	x	x	x	x	15%	-5%	-17%	x

This is a subset; rates above refer to the full screens.
